Compound activity deposited in PubChem by Fisher Drug Discovery Resource Center.
hcGAS inh = blocks human cGAS activity | AID 1259398 | recombinant h-cGAS, ATP depletion, Kinase-Glo luminescence | actives 0.081% (n = 290,000) | inhibition, % at 12.5 µM | Q8N884;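 further: 0% = vehicle reaction and 100% = reaction without DNA for no activity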
Target sequence (Q8N884 whole entry, looked up): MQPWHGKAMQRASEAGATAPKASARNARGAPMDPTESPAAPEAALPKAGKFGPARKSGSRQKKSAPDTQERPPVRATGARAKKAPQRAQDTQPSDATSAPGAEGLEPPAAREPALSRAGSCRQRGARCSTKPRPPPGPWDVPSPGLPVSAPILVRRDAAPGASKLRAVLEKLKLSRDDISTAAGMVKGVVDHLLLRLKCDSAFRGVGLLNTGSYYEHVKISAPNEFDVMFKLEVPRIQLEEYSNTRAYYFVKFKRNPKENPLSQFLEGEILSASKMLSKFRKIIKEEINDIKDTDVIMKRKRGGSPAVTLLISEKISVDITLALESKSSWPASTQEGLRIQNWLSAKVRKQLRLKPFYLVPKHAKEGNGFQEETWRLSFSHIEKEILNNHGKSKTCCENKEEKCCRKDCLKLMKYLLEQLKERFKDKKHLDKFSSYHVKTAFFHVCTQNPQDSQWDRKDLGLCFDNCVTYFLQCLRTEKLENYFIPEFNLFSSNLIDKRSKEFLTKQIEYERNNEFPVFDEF
mcGAS inh = inhibitors of mouse cGAS | Q8C6L5 | recombinant cGAS, Kinase-Glo ATP depletion luminescence | inhibition, % at 12.5 µM | actives 0.15% (n = 160,000);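 further: 0% = negative control wells and 100% = reference inhibitor with no enzyme activity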
NPYLR7 ag = activates Aedes aegypti NPYLR7 receptor. AID 1259423. HEK293T NPYLR7/Galpha15, GCaMP6s calcium fluorescence. actives 0.15% (n = 270,000). activation, % at 10 µM; in the data active means activation above about 40%;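 further: 0% = vehicle and 100% = reference agonist at the receptor; some compounds past the cut are filed as inactive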
Numbers without * were called inactive; . = not tested or not shown; & = joins results of further samples. Unless noted, no stated cut-off is given here; in the data, active means inhibition above about 40%; inactive means the rest. An unsorted share of the library; overall some 0.29% were active at least once.

The opening 2 compounds (preview)
SMILES	hcGAS inh	mcGAS inh	NPYLR7 ag
CCN(CC)Cc1c(O)ccc2c(C#N)c(C)n(-c3ccccc3)c12	-8	.	12
CCOC(=O)c1c[nH]c2c(C)c(Cl)ccc2c1=O	-6	1	4

The listing, previewed entries included:
SMILES	hcGAS inh	mcGAS inh	NPYLR7 ag
CCN(CC)Cc1c(O)ccc2c(C#N)c(C)n(-c3ccccc3)c12	-8	.	12
CCOC(=O)c1c[nH]c2c(C)c(Cl)ccc2c1=O	-6	1	4
CCN(CC)c1ccc(CN(CC2CCCO2)C(=O)C(C)C)c(OS(=O)(=O)CC)c1 (stereo not given)	-7	-10	14
Cc1cnc(C2CCOCC2)n1CCN	0	-2	.
O=c1c2nnn(-c3ccc(Cl)cc3)c2ncn1Cc1cccnc1	3	0	34
CC(C)N(CC1CCC(=O)N1)C(=O)c1cc(Cl)c[nH]c1=O (stereo not given)	-4	-8	-1
c1ccc2[nH]cnc2c1	-6	.	-10
C=CCn1c(N2CCN(Cc3ccccc3F)CC2)nc2c1c(=O)[nH]c(=O)n2C	-4	.	-4
CCN1CCC(N(C)S(=O)(=O)c2c(C)cc(C(C)(C)C)cc2C)CC1	-1	1	2
O=C(NCCN=C1NS(=O)(=O)c2ccccc21)c1ccccc1F	0	0	1
O=C(Cc1ccccc1)N(Cc1ccco1)Cc1c(-c2ccccc2)noc1N1CCCCC1	-3	-3	2
CCOC(=O)CSC(CC)C(=O)Nc1nnc(CC)s1 (stereo not given)	-2	-5	-4

SMILES	hcGAS inh	mcGAS inh	NPYLR7 ag
Cc1cc(C(=O)Nc2ccc(OCCO)cc2)c(C)n1-c1ccccc1	-5	-15	2
O=c1c(-c2ccco2)[n+]([O-])c2ccccc2n1OCc1ccccc1F	-1	-3	1
c1ccc(-c2cn3c(n2)CCc2ccc4cccnc4c2-3)cc1	3	0	22
CC1(C)CC(NCC2CC=CCC2)CC(C)(C)N1 (stereo not given)	-9	.	10
Cc1cnc(C)c(N2Cc3cnn(CCO)c3C2)n1	-2	.	3
CSCc1c(C(=O)NC(C)C)oc2ccccc12	-2	-6	3
Cc1nnc(-c2cccc(NC(=O)C3CCN(C(=O)c4ncoc4C)CC3)c2)s1	-6	-5	-5
CC(=O)NCc1ccccc1Oc1ccccc1F	-8	.	8
CC1CN(C(=O)CC(c2cccc(C(F)(F)F)c2)c2c[nH]c3ccccc23)CC(C)O1 (stereo not given)	-4	-8	3
COC(=O)CCn1c(=O)c2c(nc3n(CCc4ccccc4)c(C)cn23)n(C)c1=O	-8	.	2
Cc1cc(=O)oc2cc(NS(=O)(=O)c3ccc4[nH]c(=O)sc4c3)ccc12	0	.	0
O=C(CSc1ncnc2sc3c(c12)CCC3)N1CCOCC1	-6	-5	3

SMILES	hcGAS inh	mcGAS inh	NPYLR7 ag
O=C(CN1CN(c2ccccc2)C2(CCN(S(=O)(=O)c3ccc(Cl)cc3)CC2)C1=O)N1CCCC1	-3	-5	-7
Nc1ncccc1CN1CCCC(CCc2ccc(F)cc2)C1 (stereo not given)	-7	-14	.
CC(=O)C(C)Oc1ccc2c3c(c(=O)oc2c1)CCC3 (stereo not given)	-10&-1	-3	-7&1
Cc1ccsc1-c1cn(C(Cn2ccnc2)c2ccccc2)nn1 (stereo not given)	1	.	3
OC1CNc2c(ccc3ccccc23)C1 (stereo not given)	-1	0	-4
Cc1c(C(=O)NCc2ccco2)cnn1-c1ccc(F)cc1	-9	-5	34
Cc1cc(NC(=O)C(=O)N(C)Cc2ccccc2OCC(C)C)no1	-1	.	11
COc1ccccc1-n1c(COc2ccccc2)n[nH]c1=S	-3	-3	-9
O=C(c1ccccc1OC(F)(F)F)N1CCN(c2nccc(-c3cccc(C(F)(F)F)c3)n2)CC1	-5	-5	15
CCn1c2ccccc2c2cc(CN3CCc4nnc(C(C)NC(=O)C5CC5)n4CC3)ccc21 (stereo not given)	-1	-2	4
COC(=O)c1sc(NC(=O)CC2OCCc3ccccc32)nc1C(C)(C)C (stereo not given)	-9	.	1
CN(NC(=O)/C=C/c1ccc2c(c1)OCO2)c1ccccc1	-5	-6	-6

SMILES	hcGAS inh	mcGAS inh	NPYLR7 ag
Cc1c(C(=O)NCC2CCCO2)cnn1-c1ccc(Cl)c(Cl)c1 (stereo not given)	-3	-3	13
Cc1ccc(CN(C(=O)C2CCOCC2)c2ccc(F)cc2)o1	-5	.	24
CCC(CC)CN1CCOCCNC(=O)CC1	-6	-3	.
COc1ccc(-n2c(SCC(=O)Nc3nnc(C)s3)nc3c([nH]c4ccccc43)c2=O)cc1	4	-2	-3
CCCc1nc(C)sc1C(=O)Nc1ccc(OCC)cc1	-2	-3	-13
CCc1cc(N(C)CCc2ccc(OC)c(OC)c2)nc(SCc2ccc(C(=O)NCc3ccc4c(c3)OCO4)cc2)n1	-9	-4	9
CN(C(=O)c1cccc(OC(F)(F)F)c1)c1ccc(-c2onc3c2CCc2ccccc2-3)cc1	-6	-10	3
CN1CCC(C)(CNC(=O)CCc2nc3ccccc3[nH]c2=O)C1 (stereo not given)	-2	-17	26
Nc1cc(-c2ccc(Cl)c(Cl)c2)nn1-c1ccc(C(=O)NCCC(c2ccccc2)c2ccccc2)cc1	-1	1	-22
Cc1cnc(C(=O)N2CCC(O)(CN(C)C)C2)cn1 (stereo not given)	-4	.	19
Cc1nnc2sc(-c3cnn(-c4ccccn4)c3C(F)(F)F)nn12	3	.	-1
CCc1nc2n(n1)C(=O)C(C(c1ccccc1F)N1CCC(C(=O)OC)CC1)S2 (stereo not given)	-8	-8	0

SMILES	hcGAS inh	mcGAS inh	NPYLR7 ag
Cc1c(S(=O)(=O)NC(c2ccccc2)c2ccccc2)c(=O)n(C)c(=O)n1C	-2	-6	3
CCOC(=O)c1cc(Oc2nc(C)nc3sc4c(c23)CCCC4)cc(C(=O)OCC)c1	-9	-5	-4
O=C(Nc1cccc2ccccc12)N[C@H]1CO[C@H]2[C@@H]1OC[C@@H]2n1nnnc1Oc1ccc2c(c1)OCO2	-7	-8	-6
Cc1ccc(S(=O)(=O)NCCCOCc2ccccc2)c(C)c1	-10	.	3
O=C(CNc1ccc2c(c1)OC(F)(F)O2)N(C1CCCCC1)C1CCS(=O)(=O)C1 (stereo not given)	-2	.	1
CCc1nc2ccc(C(=O)NCCc3ccccn3)cn2c1N(C)Cc1ccc(OC)cc1	-4	-5	2
O=C(NCCSc1ccccc1)c1cc(=O)c2ccccc2o1	-5	.	2
CCOC(=O)N1CCN(C(c2cccc(Cl)c2)c2c(O)cc(C)n(CCOC)c2=O)CC1 (stereo not given)	-6	.	15
COC(=O)c1coc(CN2CCC(O)(CO)CC2)n1	-4	-11	0
CC(=O)Oc1c(-c2ccc(NC(=O)c3ccc(F)cc3)cc2)c(-c2ccc3c(c2)OCO3)nn1-c1cccc(C)c1	-6	-5	18
O=C(CNC(=O)C1CCCCC1)NC1=NCCS1	-6	.	7
COc1ccccc1Oc1cc(C(C)(C)C)nc(SCc2cccc(Cl)c2)n1	-3	-3	1

SMILES	hcGAS inh	mcGAS inh	NPYLR7 ag
Cc1cc(C(=O)NCCCN2CCOCC2)nc2cc(-c3ccccc3)nn12	-7	-7	7
N#Cc1cc(Br)c(OC(=O)c2ccccc2)c(Br)c1	-5	.	-4
O=C(CSc1nnc(NC2CC2)s1)N1CCCCC1	-4	.	3
CC(C1CC1)N(CC(F)(F)F)C(=O)Cn1nnc(-c2cccc(F)c2)n1 (stereo not given)	-6	-9	0
CN(C)c1nc(-c2ccccc2)nc2c1CCN(C(=O)[C@H](O)c1ccccc1)C2	-6	.	4
Cc1cc(CC(C)NC(=O)c2ccc3c(c2)CCO3)n[nH]1 (stereo not given)	-7	-18	2
COC(=O)c1ccccc1CN(Cc1ccccc1)Cc1cccn1Cc1ccccc1C	-10	-12	25
COc1cc(/C=C2\SC(=Nc3ccccc3)NC2=O)ccc1OC(=O)C12CC3CC(CC(C3)C1)C2	-3	-4	-12
Cc1cc(C(=O)OCCCN=C2NS(=O)(=O)c3ccccc32)ccc1[N+](=O)[O-]	-4	-8	6
CCc1cccc2c(C(CC(=O)N3CCN(C/C=C/c4ccccc4)CC3)c3ccc(Cl)cc3)c[nH]c12 (stereo not given)	-1	-5	2
N#CCn1cc(NC(=O)NCc2ccc(N3CCCC3)nc2)cn1	-9	.	10
CN(C)c1cccc(C(NC(=O)c2cccc(Br)c2)c2ccc(S(C)(=O)=O)cc2)c1 (stereo not given)	-8	-4	-1

SMILES	hcGAS inh	mcGAS inh	NPYLR7 ag
Cc1ccc(Cn2ncc(C(O)(c3nccn3C)C(F)(F)F)c2N)o1 (stereo not given)	-9	.	5
CCCSC1=C(N(C)C)C(=O)c2ccccc2C1=O	-6	.	0
CNC(=O)COC(=O)c1cc(S(C)(=O)=O)ccc1Cl	-6	.	-8
Cc1nc(CC(=O)N2CCOC(COCc3ccccc3)C2)c(C)s1 (stereo not given)	2	-4	20
Cc1cc2ncn(-c3nn(C)c(=O)n(C)c3=O)c2cc1C	0	-5	7
Cc1ccc(CC(=O)NC2(C#N)CCC3(CC2)OCCO3)s1	-5	.	1
CCN1CC(CN(C)C(=O)Nc2nc3ccccc3s2)Oc2ccccc21 (stereo not given)	-3	.	1
CCc1cnc(C)nc1N1CCN(Cc2ccc(C)cc2)C(=O)C1	-1	.	-1
CCCCOCCOCC(=O)N1CCc2c(sc3[nH]c(=O)n(-c4cccc(OC)c4)c(=O)c23)C1	-7	-8	4
CC(C)C12CC3CC(CC(NC(=O)Nc4nncs4)(C3)C1)C2	-3	-8	-1
Nc1ncnc(Nc2ccccc2F)n1	-10	.	20
O=C(c1cc(CN2CCC(O)CC2)on1)N1CC=C(c2ccccc2)CC1	-2	.	-3

3 compounds from above, limited to mcGAS inh and NPYLR7 ag.
Structure	mcGAS inh	NPYLR7 ag
Cc1nc(CC(=O)N2CCOC(COCc3ccccc3)C2)c(C)s1 (stereo not given)	-4	20
Cc1cc2ncn(-c3nn(C)c(=O)n(C)c3=O)c2cc1C	-5	7
CCCCOCCOCC(=O)N1CCc2c(sc3[nH]c(=O)n(-c4cccc(OC)c4)c(=O)c23)C1	-8	4

Whole records, looked up by structure.
Shown for COC(=O)CCn1c(=O)c2c(nc3n(CCc4ccccc4)c(C)cn23)n(C)c1=O : hcGAS inh: -8; mcGAS inh: .; NPYLR7 ag: 2
Shown for C=CCn1c(N2CCN(Cc3ccccc3F)CC2)nc2c1c(=O)[nH]c(=O)n2C : hcGAS inh: -4; mcGAS inh: .; NPYLR7 ag: -4

(more compounds)
SMILES	hcGAS inh	mcGAS inh	NPYLR7 ag
CN1CCCC(C)(C(=O)Nc2cccc(Oc3ccccc3)c2)C1 (stereo not given)	-13	.	1
O=C(NCC1CCCO1)c1cnn2c(C(F)(F)F)cc(-c3ccco3)nc12 (stereo not given)	0	0	2
Cc1cc(NC(=O)Cc2ccc(F)cc2)n(-c2nc3c(cnn3-c3ccccc3)c(=O)[nH]2)n1	-7	-8	.
CCCN1CCCN(C(=O)Nc2cc(C)nn2C(C)(C)C)CC1	-7	.	6
CC(=O)N(CN1C(=O)c2ccc([N+](=O)[O-])cc2C1=O)c1ccc(Oc2ccc(Cl)cc2)cc1	-1	-3	-1
COc1cccc2c1OC(c1cccc(O)c1)NC2=O (stereo not given)	-5	-12	12
CN1C(=CC=NNS(=O)(=O)c2ccccc2)C(C)(C)c2ccccc21	-6	.	3
CN(C)c1cc(N/N=C\c2cc3c(c([N+](=O)[O-])c2)OCO3)nc(N(C)C)n1	-5	-8	-2
COc1ccc2c(c1)C1(CC(=O)N(CC3CCCCC3)C1=O)C(=O)N2CCCn1c(C)nc2ccccc21 (stereo not given)	-2	-3	10
CCN(C(=O)c1cccc(NC(=O)C(=O)c2ccco2)c1)c1ccccc1	2	.	0
CS(=O)(=O)c1ccc(CN2CCCCC2c2cccc(F)c2)cc1 (stereo not given)	-6	-15	1
O=C(COc1ccc(Cl)cc1)N(Cc1ccccc1)Cc1ccco1	-7	-6	-6

SMILES	hcGAS inh	mcGAS inh	NPYLR7 ag
Cn1c(C(=O)N2CCOCC2)cc2c(=O)n3ccccc3nc21	-2&-1	.	-3&4
COc1ccccc1CCC(=O)N1CCC(n2nccc2NC(=O)Cc2ccccc2)CC1	-7	-11	-2
O=C(NCCCn1nc(-c2ccc(Cl)cc2)ccc1=O)c1ccccc1	0	.	0
Cc1ccc(-n2c(N3CCCC(C(=O)NCC4CC4)C3)nc3ccsc3c2=O)cc1 (stereo not given)	-4	-4	-1
CCn1c(=O)c([N+](=O)[O-])c(NCCN2CCOCC2)c2ccccc21	-7	.	2
CC(C)(C)NC(=O)NC1CCN(c2ccccc2C(=O)N2CCCC2)CC1	-3	-6	1
COc1ccc(CN2CCN(C(=O)c3cccs3)CC2)c(OC)c1OC	8	.	-7
CCc1cccc(N(Cc2nnc3n2CCCCC3)C(=O)Nc2ccc(OC)cc2)c1	-6	.	7
COCCNC(=O)c1ccc(CSc2nc(C)c(C)c(N3CCN(c4ccccc4F)CC3)n2)cc1	-3	-4	4
COc1cc(=O)n(-c2ccccc2C)nc1C(=O)NC1CCCC1	-10	.	3
CCOC(=O)c1nn(CCc2ccc(OC)cc2)c2c1CN(C(=O)c1snnc1C)CC2	-4	-16	10
CC1(C)CC(NC(=O)Cn2nc3c(cc2=O)CCCC3)CCO1 (stereo not given)	-8	-4	.
N#CCC(Cc1ccccc1)c1ccc2c(c1)OCO2 (stereo not given)	-2	.	2
O=C(CN1C(=O)CC2(CCCCC2)C1=O)Nc1c(Cl)cccc1C(F)(F)F	-5	.	5
CCN(CC#N)Cc1cc(F)ccc1Br	-6	.	4
